RNase H inhibition – RNase H inhibition, HIV 1 Gag Pol polyprotein, FRET biochemical assay, screening (AID 372). HIV-1 RT RNase H, FRET RNA/DNA substrate fluorescence; higher % means a stronger effect. inhibition, % at 10 µM; hits with a dose series show IC50 in µM. 0.77% of 100,000 active; in the data active = inhibition above about 50%
* marks the source's active call; other numbers are inactive results. Not all compounds are listed; rates above refer to the full screens.

1. O=[N+]([O-])c1ccc(-c2nnc(-c3ccccc3)c(-c3ccccc3)n2)cc1
  RNase H inhibition: 6.0%
2. CN1C(=O)/C(=C/c2ccc(-c3ccccc3Cl)o2)SC1=S
  RNase H inhibition: 3.0%
3. O=C1C(=O)N(c2cccc(Cl)c2)C(c2ccccc2F)/C1=C(\O)c1ccccc1 (stereo not drawn)
  RNase H inhibition: 12.0%
4. COCCNS(=O)(=O)c1ccc(Cl)cc1
  RNase H inhibition: 6.0%
5. CCOc1ccc(C(=O)Nc2cc(-c3nc4ccccc4o3)ccc2OC)cc1Cl
  RNase H inhibition: 4.0%
6. COc1cc(-c2noc(-c3ccc(Cl)cc3)n2)cc(OC)c1OC
  RNase H inhibition: 4.0%
7. CCCCC(=O)Nc1ccc(Oc2ccc(Cl)cc2)cc1
  RNase H inhibition: 11.0%
8. COc1cc(C=O)ccc1OCCCOc1cc(C)ccc1C(C)C
  RNase H inhibition: 32.0%
9. CCCOC(=O)NC(c1ccccc1)C(Cl)(Cl)Cl (stereo not drawn)
  RNase H inhibition: 0.0%
10. O=C(COc1ccc(Cl)cc1)Nc1ccccc1C(F)(F)F
  RNase H inhibition: 0.0%

2 entries drawn at random from the list so far, as already listed:
1. O=[N+]([O-])c1ccc(-c2nnc(-c3ccccc3)c(-c3ccccc3)n2)cc1
  RNase H inhibition: 6.0%
4. COCCNS(=O)(=O)c1ccc(Cl)cc1
  RNase H inhibition: 6.0%

(next part)
11. CCOC(=O)CSc1nc2sc3c(c2c(=O)n1-c1ccccc1C)CCc1ccccc1-3
  RNase H inhibition: 8.0%
12. O=C(c1cnn2c(-c3ccccc3)cc(-c3ccccc3)nc12)N1CCSCC1
  RNase H inhibition: 39.0%
13. CC(O)/C=C/c1cccc[n+]1C (stereo not drawn)
  RNase H inhibition: 5.0%
14. COc1ccc(C(=O)Nc2ccc(S(=O)(=O)N3CCCCC3)cc2)cc1OC
  RNase H inhibition: 10.0%
15. O=C(CN1CCCCCC1)Nc1cccc2c1OCO2
  RNase H inhibition: 5.0%
16. COc1ccccc1N1CCN(C(=O)c2ccccc2Cl)CC1
  RNase H inhibition: 3.0%
17. Cc1ccc(C(=O)N/N=C\c2ccccc2)o1
  RNase H inhibition: 6.0%
18. COc1cc(C)ccc1OCCCOc1ccc(C)cc1I
  RNase H inhibition: 31.0%
19. CS(=O)(=O)N(CC(=O)NCc1ccncc1)c1ccc(Cl)cc1
  RNase H inhibition: 11.0%
20. CC1CCc2c(sc(N)c2C(N)=O)C1 (stereo not drawn)
  RNase H inhibition: 23.0%

21. O=C1NC(=S)S/C1=C/c1ccc(-c2cccc(Cl)c2)o1
  RNase H inhibition: 20.0%
22. O=C(Nc1ccc(Cc2ccncc2)cc1)c1ccccc1Br
  RNase H inhibition: 12.0%
23. N/C(=N\OC(=O)c1ccc(Cl)cc1Cl)c1cccnc1
  RNase H inhibition: 15.0%
24. COc1ccc(Cl)cc1/C=C(/C#N)C(=O)Nc1ccc(Cl)cc1
  RNase H inhibition: 15.0%
25. CCn1c(C)[n+](CC)c2ccc(C(=O)OC)cc21
  RNase H inhibition: 2.0%
26. Cc1cccc(Nc2nc(N/N=C/c3ccccc3)nc(N3CCC(C)CC3)n2)c1C
  RNase H inhibition: 24.0%
27. CCOc1ccc2nc(SC3CC(=O)N(c4ccc(OC)cc4)C3=O)sc2c1 (stereo not drawn)
  RNase H inhibition: 14.0%
28. CN(C)c1ccc(N2C(=O)CC(Sc3ccccc3C(=O)O)C2=O)cc1 (stereo not drawn)
  RNase H inhibition: 5.0%
29. O=C(CSc1ccccc1)Nc1cc(Cl)ccc1Cl
  RNase H inhibition: 35.0%
30. CCOc1cc(N2CCOCC2)c(OCC)cc1N
  RNase H inhibition: 5.0%

31. COc1ccc(/C=C/C(=O)NC(=S)Nc2ccc(I)cc2)cc1
  RNase H inhibition: 8.0%
32. CC(=O)NN1C(=O)c2ccc(-c3ccc4c(c3)C(=O)N(NC(C)=O)C4=O)cc2C1=O
  RNase H inhibition: 0.0%
33. CCOc1ccc2c(C)cc(=O)oc2c1C
  RNase H inhibition: 9.0%
34. COc1ccccc1N1CCN(/N=C\c2cc(OC)c(OC(C)=O)c(OC)c2)CC1
  RNase H inhibition: 0.0%
35. Cc1cccc(-n2c(CCN3C(=O)c4ccccc4C3=O)nc3ccccc3c2=O)n1
  RNase H inhibition: 14.0%
36. CCOC(=O)COc1cc(C)c(Cl)cc1[N+](=O)[O-]
  RNase H inhibition: 0.0%
37. COc1ccc(C2OCC3(CO)C(C)C=C(C)C2C3C)cc1 (stereo not drawn)
  RNase H inhibition: 11.0%
38. O=[N+]([O-])c1cccc(C=NCCCN2CCOCC2)c1
  RNase H inhibition: 7.0%
39. CC(C)OC(=O)COc1cc2oc(=O)c3c(c2cc1Cl)CCCC3
  RNase H inhibition: 10.0%
40. CCCCOc1cccc(C(=O)Nc2cccc(-c3nc4ncccc4o3)c2)c1
  RNase H inhibition: 12.0%

(more compounds)
#	canonical_smiles	RNase H inhibition
41	CC(C)N(C(=O)COc1ccc(Cl)cc1Cl)C(C)C	8.0%
42	O=C(O)COc1ccc2c3c(c(=O)oc2c1)CCCC3	11.0%
43	Cc1ccccc1N(CC(=O)N/N=C/c1cccc(C(F)(F)F)c1)S(C)(=O)=O	0.0%
44	Fc1ccc(OCCCCOc2cccc3cccnc23)cc1	25.0%
45	CC1=C(C(=O)Nc2ccccc2)C(c2ccc(C)cc2)NC(=O)N1 (stereo not drawn)	21.0%
46	O=C1CC(NCCc2ccccc2)C(=O)N1CCc1ccccc1 (stereo not drawn)	2.0%
47	CC(=O)Nc1ccccc1NC(=O)c1ccccc1[N+](=O)[O-]	13.0%
48	CCCC(C)C(=O)Nc1ccc(F)cc1 (stereo not drawn)	5.0%
49	COc1ccccc1N1CCN(C(=O)CN(c2ccc(C)cc2C)S(=O)(=O)c2ccccc2)CC1	13.0%
50	COc1cc(C=O)ccc1OCCOCCOc1ccccc1F	11.0%
51	Cc1cc2nc(-c3ccc(NC(=O)Cc4ccccc4)cc3)oc2cc1C	17.0%
52	Cc1ccc(Nc2ccc([N+](=O)[O-])c3nonc23)cc1C	28.0%
53	O=C1Nc2ccccc2/C1=N\N1CCN(C2c3ccccc3-c3ccccc32)CC1	10.0%
54	O=Cc1ccccc1OCc1c(F)cccc1Cl	40.0%
55	Clc1ccc(C=Nc2cccc(-c3cn4ccccc4n3)c2)cc1	6.0%
56	O=C(NN=C1CCC(=NNC(=O)c2cccc(Br)c2)CC1)c1cccc(Br)c1	0.0%
57	CCn1c(C)[n+](CC)c2ccccc21	0.0%
58	O=C(CSc1nnc(-c2ccco2)n1-c1ccccc1)NCc1ccco1	3.0%
59	O=C(Nc1ccc(-c2nc3ccccc3o2)cc1)c1ccc2ccccc2c1	43.0%
60	O=C(N/N=C/c1ccccc1Br)c1cc(I)ccc1O	11.0%
61	Cc1cc(Cl)cc(C)c1OCCCCCN1CCOCC1	8.0%
62	COC(=O)c1ccccc1C(=O)Nc1ccc(Br)cn1	10.0%
63	COc1ccc(/C=N/NC(=O)C(=O)Nc2ccc(Cl)cc2)cc1	0.0%
64	Cc1ccccc1NC(=O)c1c(F)cccc1Cl	10.0%
65	COCCCN1C(=O)/C(=C\c2cccs2)SC1=S	0.0%

Further structures follow:
#	canonical_smiles	RNase H inhibition
66	CC(C)(C)c1ccc(NC(=O)c2ccc(Br)cc2)c([N+](=O)[O-])c1	14.0%
67	CC(O)CC#CCN1CCCCC1 (stereo not drawn)	9.0%
68	CCC(Sc1nc(C)cc(C)n1)C(=O)Nc1ccc(S(N)(=O)=O)cc1 (stereo not drawn)	15.0%
69	Brc1ccc(OCCN2CCOCC2)cc1	0.0%
70	COc1ccc2ccccc2c1C=Nc1cc(Cl)cc(Cl)c1	27.0%
71	Cc1cccc(NC(=O)/C(=C/c2cccc([N+](=O)[O-])c2)NC(=O)c2cccs2)c1	35.0%
72	COc1ccc(C(=O)N2CCN(C3CCCCC3)CC2)cc1OC	2.0%
73	COc1ccc(C2=NNC(c3ccccc3)=Nc3ccccc32)cc1	1.0%
74	O=C(Nc1ccc(Cl)c(Cl)c1)Nc1nnc(-c2ccccc2Cl)s1	28.0%
75	Cc1cc(C)c2oc(-c3ccc(C)c(NC(=S)NC(=O)c4ccccc4Cl)c3)nc2c1	18.0%
76	CCCCCc1ccc(C(=O)Cc2ccc(OCC)cc2)cc1	30.0%
77	CC(C)c1ccc(/C=C/C(=O)NCc2ccccc2)cc1	3.0%
78	Cc1cc(-c2cc(-c3ccc(Cl)cc3)nc(N)c2C#N)co1	18.0%
79	C(=N\n1cnnc1)/c1cn(CCOc2ccc(C3CCCCC3)cc2)c2ccccc12	38.0%
80	O=C(O)c1ccc(NC(=O)c2cccs2)c(NC(=O)c2cccs2)c1	0.0%
81	CC(=O)Nc1ccc(/C=N/NC(=O)c2sc3ccccc3c2Cl)cc1	2.0%
82	COc1ccc(OC)c(S(=O)(=O)N2CCOCC2)c1	6.0%
83	CCN(CC)c1ccc(/C=C2\SC(=S)NC2=O)cc1[N+](=O)[O-]	20.0%
84	CCCOC(=O)C1=C(C)NC2=C(C(=O)CC(c3ccc(Cl)cc3)C2)C1c1ccc(OCc2ccccc2)c(OC)c1 (stereo not drawn)	5.0%
85	CCOc1ccc2c(c1)-c1c(ssc1=S)C(C)(C)N2C(=O)c1ccccc1	46.0%
86	CCCCNC(=O)C(=O)NCCCO	0.0%
87	COc1ccc2c(c1OC)C(=O)OC2Nc1cccc(F)c1 (stereo not drawn)	0.0%
88	Cc1ccccc1C(=O)Nc1nc2ccc(Cl)cc2s1	43.0%
89	Cc1cc(C)c2oc(-c3ccc(NC(=O)c4ccc(C)c([N+](=O)[O-])c4)cc3)nc2c1	3.0%
90	CCCCSc1nc(O)cc(=O)n1C	13.0%

More results
#	canonical_smiles	RNase H inhibition
91	COc1ccc(O)c(CN2CCCCC2)c1	4.0%
92	CC(=O)Nc1ccc(S(=O)(=O)NC(C)(C)C)cc1	13.0%
93	Cc1cccc(N2C(=O)NC(=O)/C(=C/c3cccc4ccccc34)C2=O)c1	26.0%
94	CC(=O)Nc1ccccc1/C=C/c1ccc2c(C)ccc(O)c2n1	13.0%
95	CCOc1ccc(/C=N/NC(=O)C(=O)Nc2cccc(Br)c2)cc1	3.0%
96	N#CCN(CC#N)C(=O)CCCOc1ccc(Cl)cc1Cl	6.0%
97	COC(=O)C1=C(C)N(c2ccc(C)c(C)c2)/C(=C/c2ccc(OC)cc2)C1=O	0.0%
98	C=CCOc1c(I)cc(/C=C2\C(=O)NC(=S)N(c3ccc(Cl)cc3Cl)C2=O)cc1OC	14.0%
99	COc1ccc(Br)cc1Cn1c(=O)[nH]c2cc([N+](=O)[O-])ccc21	25.0%
100	COc1ccc(Br)cc1C(=O)Nc1ccc(Cl)cn1	26.0%
101	Cc1ccccc1/C=C(/C#N)C(=O)Nc1cccc(Br)c1	5.0%
102	CCN(CC)C(=O)CN(c1ccc(C)cc1)S(C)(=O)=O	6.0%
103	O=C(Nc1cc([N+](=O)[O-])ccc1F)c1cccc(OCc2ccccc2)c1	7.0%
104	COc1ccc(NC(=O)CCN2C(=O)/C(=C/c3ccccc3)SC2=S)cc1	1.0%
105	COC(=O)NNC(=S)NC(=O)c1ccccc1	0.0%
106	O=C(COc1ccccc1)Nc1ccc2c(c1)OCO2	7.0%
107	O=[N+]([O-])c1ccc(F)c(N=Cc2ccccc2Cl)c1	14.0%
108	COc1nc(Nc2ccccc2)nc(NC(C)(C)C)n1	7.0%
109	Cc1cc(O)c(C)c(O)c1/C=N/NC(=O)c1cc(-c2ccccc2)n[nH]1	15.0%
110	OC(CNCc1ccccc1)(c1ccccc1)c1ccc(Cl)cc1 (stereo not drawn)	15.0%
111	Cc1c(N(C(=O)c2ccc(N)cc2)C(C)C)c(=O)n(-c2ccccc2)n1C	3.0%
112	CCc1ccc(N2C(=O)NC(=O)/C(=C/c3ccc(C)s3)C2=O)cc1	0.0%
113	CCOC(=O)c1ccc(NC(=O)CC(=O)Nc2ccc(C(=O)OCC)cc2)cc1	6.0%
114	N#CC(C#N)=NNc1ccccc1C(=O)O	31.0%

Nos. 89 through 114, reprinted for reference:
#	canonical_smiles	RNase H inhibition
89	Cc1cc(C)c2oc(-c3ccc(NC(=O)c4ccc(C)c([N+](=O)[O-])c4)cc3)nc2c1	3.0%
90	CCCCSc1nc(O)cc(=O)n1C	13.0%
91	COc1ccc(O)c(CN2CCCCC2)c1	4.0%
92	CC(=O)Nc1ccc(S(=O)(=O)NC(C)(C)C)cc1	13.0%
93	Cc1cccc(N2C(=O)NC(=O)/C(=C/c3cccc4ccccc34)C2=O)c1	26.0%
94	CC(=O)Nc1ccccc1/C=C/c1ccc2c(C)ccc(O)c2n1	13.0%
95	CCOc1ccc(/C=N/NC(=O)C(=O)Nc2cccc(Br)c2)cc1	3.0%
96	N#CCN(CC#N)C(=O)CCCOc1ccc(Cl)cc1Cl	6.0%
97	COC(=O)C1=C(C)N(c2ccc(C)c(C)c2)/C(=C/c2ccc(OC)cc2)C1=O	0.0%
98	C=CCOc1c(I)cc(/C=C2\C(=O)NC(=S)N(c3ccc(Cl)cc3Cl)C2=O)cc1OC	14.0%
99	COc1ccc(Br)cc1Cn1c(=O)[nH]c2cc([N+](=O)[O-])ccc21	25.0%
100	COc1ccc(Br)cc1C(=O)Nc1ccc(Cl)cn1	26.0%
101	Cc1ccccc1/C=C(/C#N)C(=O)Nc1cccc(Br)c1	5.0%
102	CCN(CC)C(=O)CN(c1ccc(C)cc1)S(C)(=O)=O	6.0%
103	O=C(Nc1cc([N+](=O)[O-])ccc1F)c1cccc(OCc2ccccc2)c1	7.0%
104	COc1ccc(NC(=O)CCN2C(=O)/C(=C/c3ccccc3)SC2=S)cc1	1.0%
105	COC(=O)NNC(=S)NC(=O)c1ccccc1	0.0%
106	O=C(COc1ccccc1)Nc1ccc2c(c1)OCO2	7.0%
107	O=[N+]([O-])c1ccc(F)c(N=Cc2ccccc2Cl)c1	14.0%
108	COc1nc(Nc2ccccc2)nc(NC(C)(C)C)n1	7.0%
109	Cc1cc(O)c(C)c(O)c1/C=N/NC(=O)c1cc(-c2ccccc2)n[nH]1	15.0%
110	OC(CNCc1ccccc1)(c1ccccc1)c1ccc(Cl)cc1 (stereo not drawn)	15.0%
111	Cc1c(N(C(=O)c2ccc(N)cc2)C(C)C)c(=O)n(-c2ccccc2)n1C	3.0%
112	CCc1ccc(N2C(=O)NC(=O)/C(=C/c3ccc(C)s3)C2=O)cc1	0.0%
113	CCOC(=O)c1ccc(NC(=O)CC(=O)Nc2ccc(C(=O)OCC)cc2)cc1	6.0%
114	N#CC(C#N)=NNc1ccccc1C(=O)O	31.0%

Assay outcomes: PubChem, MTDP
